# Screens (PubChem BioAssay)
# C8 TRAIL sens = sensitizes caspase-8 expressing cells to TRAIL; NB7+C8 cells + TRAIL, ATPlite viability luminescence; inhibition (viability loss, TRAIL sensitization), % at 10 µM; 360,000 tested, 1% active;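 active means compounds causing at least 50% loss of cell viability in the single-dose screen, relative to plate controls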
# KKLEB tox = CF airway cell cytotoxicity counter-screen. KKLEB CF airway cells viability, ATPlite luminescence, overnight; hits give low values; cells stimulated with P. aeruginosa culture filtrate. activity change (cytotoxicity), % at 5 µM. 360,000 tested, 0.36% active;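 active means corrected activity change at or below -50% at 5 µM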
# NR2F2 inh = blocks human COUP-TFII nuclear receptor | 370,000 tested, 0.7% active | HEK293T NGFI-A luciferase reporter, luminescence | P24468 | AID 686940 | inhibition, % at 8.6 µM;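 active means inhibition above a per-plate cutoff, mean inhibition of test wells between control levels plus 3 SD, cut at about 38% in these data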;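 further: cells cotransfected with COUP-TFII expression vector driving the NGFI-A reporter; 0% = median of COUP-TF2 test wells and 100% = reporter-only cells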
# Target sequence (P24468 whole entry, looked up): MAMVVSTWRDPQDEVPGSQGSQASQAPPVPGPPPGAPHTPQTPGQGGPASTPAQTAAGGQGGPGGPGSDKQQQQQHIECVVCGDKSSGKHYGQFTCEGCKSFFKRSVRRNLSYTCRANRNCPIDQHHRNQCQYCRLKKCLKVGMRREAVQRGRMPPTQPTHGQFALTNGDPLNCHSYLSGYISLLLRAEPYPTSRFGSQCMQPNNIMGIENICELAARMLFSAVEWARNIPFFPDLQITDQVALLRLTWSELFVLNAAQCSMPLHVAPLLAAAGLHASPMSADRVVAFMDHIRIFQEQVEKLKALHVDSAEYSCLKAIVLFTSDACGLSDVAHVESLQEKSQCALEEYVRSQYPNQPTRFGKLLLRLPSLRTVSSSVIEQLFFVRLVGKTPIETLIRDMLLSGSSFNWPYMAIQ
# SRC3 inh = inhibitors of human steroid receptor coactivator 3 (SRC3); HEK293 GAL4-SRC3 luciferase reporter, luminescence; inhibition, % at 3.6 µM; 360,000 tested, 0.17% active; AID 588352;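 active means inhibition above a per-campaign cutoff, the mean of all compounds plus 3 SD, cut at about 60% in these data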;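 further: 0% = DMSO-treated cells and 100% = gossypol-treated cells at 36 µM; higher means less SRC3-driven luciferase light from the GAL4 reporter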
# LRH-1 inv ag = NR5A2 inverse agonism in reporter assay; HEK293T StAR-luciferase reporter, LRH-1 transfected, 24 h; inhibition, % at 3.6 µM; 360,000 tested, 0.13% active; AID 602396;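 active means inhibition above the mean inhibition of all tested compounds plus 3 SD, cut at about 73% in these data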;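 further: 0% = DMSO wells and 100% = reporter-only cells lacking LRH-1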
# Target sequence (O00482 whole entry, looked up): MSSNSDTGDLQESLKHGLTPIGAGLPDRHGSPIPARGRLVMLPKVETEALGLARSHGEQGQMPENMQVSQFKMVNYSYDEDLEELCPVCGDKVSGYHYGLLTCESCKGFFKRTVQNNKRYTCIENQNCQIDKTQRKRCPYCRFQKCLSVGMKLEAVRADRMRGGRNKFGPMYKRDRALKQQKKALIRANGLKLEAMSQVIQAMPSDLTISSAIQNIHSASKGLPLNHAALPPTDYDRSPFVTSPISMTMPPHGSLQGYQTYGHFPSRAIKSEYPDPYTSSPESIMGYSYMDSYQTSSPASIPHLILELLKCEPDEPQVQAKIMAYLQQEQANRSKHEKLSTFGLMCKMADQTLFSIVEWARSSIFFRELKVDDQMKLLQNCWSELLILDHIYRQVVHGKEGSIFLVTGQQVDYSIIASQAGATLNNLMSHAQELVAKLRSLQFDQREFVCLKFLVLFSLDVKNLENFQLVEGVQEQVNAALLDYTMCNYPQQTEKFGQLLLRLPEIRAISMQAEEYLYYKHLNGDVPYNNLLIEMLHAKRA
# SRC2 inh = human SRC2 (NCOA2) inhibition; Q15596; HEK293 GAL4-SRC2 luciferase reporter, luminescence; inhibition, % at 9 µM; 370,000 tested, 0.17% active;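 active means inhibition above the mean inhibition of all tested compounds plus 3 SD, set per campaign, cut at about 52% in these data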;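 further: 0% = DMSO treated cells and 100% = cells given Gossypol at 36 µM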
# LMP1 NFkB inh = Epstein-Barr LMP1 NF-kappaB reporter inhibition; LMP1-induced NF-kappaB luciferase reporter cells, luminescence; inhibition, % at 12.5 µM; 350,000 tested, 0.69% active; AID 504558; in the data active means inhibition above about 41%;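 further: 0% = neutral control wells and 100% = reference inhibitor control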
# TROY NFkB inh = TROY signaling inhibition; 360,000 tested, 0.98% active; inhibition, % at 10 µM; Q293 LMP1-TROYcd NF-kB luciferase reporter, 4 h;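 active means compounds whose plate-normalised and pattern-corrected inhibition of the luciferase reporter signal at the single screening dose is 50% or more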
# CF NFkB block = cystic fibrosis NF-kB activation inhibition | inhibition, % at 5 µM | KKLEB NF-kB-GFP reporter, PAF-induced, GFP fluorescence overnight | 360,000 tested, 0.86% active | AID 588850;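 active means at least 50% inhibition at 5 µM, scaled per plate between neutral and stimulator controls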;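 further: PAF is a Pseudomonas aeruginosa culture filtrate used as stimulus; plate controls were PAF-stimulated DMSO wells for no effect and unstimulated DMSO wells for full effect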
# NCOA1 inh = human NCOA1 inhibition; Q15788; HEK293 GAL4-SRC1 luciferase reporter, luminescence; inhibition, % at 3.6 µM; 360,000 tested, 0.12% active; AID 588354;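 active means inhibition above the campaign mean plus 3 SD, with each screening campaign given its own cutoff, cut at about 60% in these data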;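 further: 0% = DMSO treated cells and 100% = gossypol at 36 µM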
# TWEAK Fn14 block = inhibitors of TWEAK-Fn14 interaction signaling; 360,000 tested, 2% active; TWEAK-stimulated Fn14 reporter cells, luciferase luminescence, 8 h; inhibition, % at 10 µM; in the data active means inhibition above about 50%
# * = called active by the depositor; x = not tested or not shown. Random draw from the library; about 4.2% have a hit in one of these screens.
# A first look (2 entries):
molecule,C8 TRAIL sens,KKLEB tox,NR2F2 inh,SRC3 inh,LRH-1 inv ag,SRC2 inh,LMP1 NFkB inh,TROY NFkB inh,CF NFkB block,NCOA1 inh,TWEAK Fn14 block
COc1cc(/C(C)=N/NC(=S)NC(C)C)cc(OC)c1OC,-15,11,-29,0,-13,-25,4,-4,-46,-4,-16
Cc1ccc(Cc2c(-c3ccc(F)cc3)nc3c(Cl)cc(C(F)(F)F)cn23)cc1,1,0,-11,13,16,5,x,24,-4,-5,30

# All compounds of this part, from the start:
molecule,C8 TRAIL sens,KKLEB tox,NR2F2 inh,SRC3 inh,LRH-1 inv ag,SRC2 inh,LMP1 NFkB inh,TROY NFkB inh,CF NFkB block,NCOA1 inh,TWEAK Fn14 block
COc1cc(/C(C)=N/NC(=S)NC(C)C)cc(OC)c1OC,-15,11,-29,0,-13,-25,4,-4,-46,-4,-16
Cc1ccc(Cc2c(-c3ccc(F)cc3)nc3c(Cl)cc(C(F)(F)F)cn23)cc1,1,0,-11,13,16,5,x,24,-4,-5,30
COc1ccc(-c2nn(C)c(=O)c3ccccc23)cc1CNC(=O)C1CCCCC1,5,11,-8,15,8,14,7,-32,-12,4,-38
O=C(Oc1ccccc1F)C1CCN(C(=O)c2ccc(F)cc2)CC1,-16,-3,6,-23,0,6,5,14,11,-10,6
CCOCCn1c(-c2ccc(OC)cc2)nc2ccccc21,28,-1,0,-9,-8,-11,-13,-10,-12,-13,-40
COc1ccc(C(=O)NCCS(=O)(=O)NCc2cccs2)cc1,-1,1,7,18,5,1,-5,-14,-8,0,-6
CC(C)CN(Cc1cc(=O)oc2cc(-c3ccccc3)c(O)cc12)CC(C)C,37,-6,-8,14,0,15,-8,18,11,10,0
Cn1nnnc1SCC(=O)N1CCOCC1,-19,-6,-7,-2,17,8,0,-5,1,0,7
CC1CCCCN1c1cc(C#N)c(C#N)cc1[N+](=O)[O-] (stereo not drawn),-1,-6,13,17,9,0,1,-7,5,-6,-4
Cc1ccc(S(=O)(=O)NCC(c2ccco2)N2CCc3ccccc32)cc1 (stereo not drawn),13,1,-4,10,-17,-14,2,-5,6,2,19
O=C(O)c1ccc(/C=N/Nc2ccc(C(F)(F)F)cn2)cc1,-6,9,-69,-59,-104,-44,-43,-51,4,-108,1
Cc1cc(=O)[nH]c(SCc2nc3ccccc3n2Cc2ccccc2)n1,4,0,-1,3,-7,1,-3,-9,0,5,-11
COc1ccc(-c2cccc(NS(=O)(=O)c3ccccc3[N+](=O)[O-])c2)nn1,0,-6,-19,9,-23,-18,-4,-9,-14,-13,1
Cc1ccc(-c2nc(NC(=O)c3ccc(S(=O)(=O)N(CCC#N)CCC#N)cc3)sc2-c2ccccc2)cc1,1,-44,14,3,-4,-10,-2,11,-3,-3,9
Cc1ccc(/C=c2\sc3nc(-c4ccccc4Br)nn3c2=O)o1,-17,2,2,-3,-9,11,4,3,-4,-8,-2
COc1cccc(NC(=O)Cn2cc(C#N)c3ccccc32)c1,-4,-2,12,2,4,5,12,0,3,13,-3
COCCn1c(CN2CCN(c3ccc(OC)cc3)CC2)nc2c1c(=O)n(C)c(=O)n2C,-9,0,9,14,-1,-20,6,-8,-3,3,-7
S=C(NCc1ccco1)N1CCN(c2nc(-c3ccc(Cl)cc3)cs2)CC1,4,-25,9,14,8,1,24,-10,2,-15,-18
Cc1onc(-c2c(F)cccc2Cl)c1C(=O)NCC1COc2ccccc2O1 (stereo not drawn),0,-1,1,5,12,8,-6,-13,7,-6,8
COC(=O)C(Cc1ccc(OC(=O)c2ccccc2Cl)cc1)N1Cc2ccccc2C1=O (stereo not drawn),1,14,-31,-31,-55,-36,-11,-11,-16,-58,-28
COc1ccc(CCn2c(=N)c(S(=O)(=O)c3ccc(C)cc3)cc3c(=O)n4ccccc4nc32)cc1,-31,-16,0,18,-15,12,7,20,-45,9,-46
O=C(CCc1nc2ccccc2c(=O)[nH]1)NNC(=O)c1ccc(Cl)cc1,-43,-12,-21,-31,6,2,-1,-4,24,6,7
CCN(CC)S(=O)(=O)c1ccc(C(=O)NCc2n[nH]c(=S)n2-c2ccc(Cl)c(Cl)c2)cc1,5,7,-2,4,-13,-24,-4,-4,13,3,-20
CCN1CCN(CC(=O)Nc2ccc(C)c(Br)c2)CC1,-4,-12,-15,4,0,-6,2,18,8,4,3
CCOc1ccccc1NC(=O)CN1C(=O)COc2ccccc21,-1,-2,2,-18,5,-13,4,14,12,0,-2

molecule,C8 TRAIL sens,KKLEB tox,NR2F2 inh,SRC3 inh,LRH-1 inv ag,SRC2 inh,LMP1 NFkB inh,TROY NFkB inh,CF NFkB block,NCOA1 inh,TWEAK Fn14 block
O=C(NC1(C(F)(F)F)NC(=O)N(C2CCCCC2)C1=O)c1cccs1 (stereo not drawn),7,-1,1,5,3,0,-5,13,-5,-6,22
CCOCCOC(=O)c1cccc(NC(=O)OCC)c1,-3,16,-7,-15,-12,-19,-11,-14,-26,-27,1
C[C@]12c3[nH]c4cc(-c5ccco5)ccc4c3CCN1C(=O)[C@@H](CC(=O)NCCc1ccccn1)C[C@@H]2C(=O)N1CCCCC1,-6,-4,-2,-1,-62,10,3,4,7,-6,1
COc1cccc(/C=C2\SC(=S)N(CC(=O)N(C)C3CCS(=O)(=O)C3)C2=O)c1 (stereo not drawn),-10,3,20,-17,5,19,-12,-26,16,-13,12
CCOC(=O)c1c(C)nc2c(c1-c1ccc(OC)cc1)C(=O)CC(C)(C)C2,24,-7,-9,-6,-3,5,-6,-15,8,8,15
Cc1ccccc1N(Cc1ccccc1F)S(C)(=O)=O,3,2,4,-2,-8,-11,0,4,3,10,1
COc1cc(OC)c2c(-c3cccc(-c4ccc(C#N)cc4)c3)cc(=O)oc2c1,10,0,-5,2,21,-11,17,12,2,-11,13
Cc1nc(C(=O)Nc2ccc(Cl)cc2)sc1C1(C)CC(c2cccc([N+](=O)[O-])c2)=NO1 (stereo not drawn),5,-15,0,-5,0,13,8,14,6,15,11
NC(=O)c1ccc(N2CCCCC2)c(N2C(=O)CCC2=O)c1,-7,-6,-8,11,5,-3,5,5,-13,5,2
COc1cccc(NC(=O)N2CCC(NC(=O)C(Cc3cccc(C)c3)NC(C)=O)CC2)c1 (stereo not drawn),1,-2,8,-13,-3,10,2,-23,7,-8,16
CCOC(=O)c1oc2cc(O)c(CC)cc2c(=O)c1-c1ccc2c(c1)OCCO2,4,6,-1,9,3,-34,-2,4,-21,-9,-35
Cn1c(N)cc(=O)n(C)c1=S,-3,9,-4,-4,3,15,2,-3,3,11,-12
O=C(CSCc1nc2c(nnn2Cc2ccc(F)cc2)c(=O)[nH]1)Nc1cccc(C(F)(F)F)c1,-2,12,15,16,-21,6,-6,-5,-20,4,-20
O=C(CSc1ccc(-c2ccccc2)nn1)NC1CCCC1,6,-12,0,-19,21,18,3,-8,-11,-38,1
COc1ccc(NC(=O)c2cc(S(=O)(=O)N3CCc4ccccc43)cn2C)cc1OC,0,0,-18,7,6,6,-6,3,-22,-3,8
COc1ccc(CN(C)C(=O)C2CSC3(C)CCC(=O)N23)c(OC)c1 (stereo not drawn),-9,-20,-1,-4,6,2,5,7,31,24,-3
COc1ccc(NC2CCCN(C(=O)c3ccc(CSC)o3)C2)cc1OC (stereo not drawn),9,19,7,-5,6,-13,-1,-3,-12,-7,4
O=C(O)c1ccc(/C=N/Nc2ccc(S(=O)(=O)N3CCCC3)cc2[N+](=O)[O-])cc1,8,-5,-6,12,-4,7,-3,6,9,-29,-14
CC(C)CC(=O)NC(=S)Nc1nc(-c2cccc3ccccc23)cs1,23,4,13,-9,7,28,-4,-12,1,6,7
COc1cc(OC)cc(C(=O)Nc2ccc(S(=O)(=O)N3CCOCC3)cc2)c1,7,8,-9,-4,-1,-10,-10,-27,-12,4,8
CC(C)CNC(=O)c1[nH]c(C(F)(F)F)nc1-c1ccccc1,9,1,5,-6,-1,-7,x,5,-27,0,15
Cn1c(CSCc2ccc(Cl)c(Cl)c2)n[nH]c1=S,-6,8,9,17,-1,11,7,14,13,1,11
CN(CC(=O)NC1CC(C)(C)NC(C)(C)C1)S(=O)(=O)c1cc(Cl)ccc1Cl,-7,-5,0,-10,-7,10,9,2,10,-11,-2
Cc1ccc(S(=O)(=O)Nc2ccc3nc(-c4cccn4C)[nH]c3c2)cc1,3,7,-27,5,3,-22,3,-12,-26,-37,12
CCCc1cc(=O)oc2c(C)c(OCC(=O)N3CCC(C(=O)O)(c4ccccc4)CC3)ccc12,18,-10,-1,10,32,16,2,-3,16,-5,-16

molecule,C8 TRAIL sens,KKLEB tox,NR2F2 inh,SRC3 inh,LRH-1 inv ag,SRC2 inh,LMP1 NFkB inh,TROY NFkB inh,CF NFkB block,NCOA1 inh,TWEAK Fn14 block
Cc1ccc(OCCNC(=O)c2ccc(NC(=O)CC3SC(N4CCCC4)=NC3=O)cc2)cc1 (stereo not drawn),0,-14,-15,9,-26,-29,8,23,26,-20,0
O=C(c1cccc(S(=O)(=O)Nc2ccccc2Cl)c1)N1CCCCCC1,7,-15,-8,-14,-10,-1,-2,-1,-1,-9,2
COc1ccc(/C=C2\SC(=O)N(CC(=O)NC3C=CS(=O)(=O)C3)C2=O)cc1 (stereo not drawn),1,10,-5,-3,-3,-25,0,11,-33,-3,-21
O=C(NCc1ccccn1)c1ccc(CNS(=O)(=O)c2cccc(Cl)c2)cc1,-2,-6,0,17,12,-14,3,9,11,18,-6
CCOC(=O)CCC(=O)c1c(C)oc2ccc(OC)cc12,2,-2,0,-2,-8,36,-5,-1,0,-7,-5
CN1CCCN(Cc2ccccc2Br)CC1,1,10,3,7,16,-30,-13,1,-10,-5,2
O=C(O)CNS(=O)(=O)c1ccc2c3c(cccc13)C(=O)N2,-7,-4,2,-9,6,-13,-10,-12,-29,-11,5
C=C(C(=O)Oc1c(C(C)(C)C)cccc1C(C)(C)C)c1ccccc1,4,-10,-23,9,-2,-16,-2,-4,49,-20,9
CCCCc1c(O)nc(SCC(=O)N2CCOCC2)n(-c2ccccc2C)c1=O,7,2,8,13,3,4,-4,5,-19,10,2
CCc1ccc(-n2c(C)cc(/C=N/NC(=O)c3ccncc3)c2C)cc1,2,-18,14,-32,-18,-6,8,16,9,-14,-2
Cc1nnc(NC(=O)CCn2cnc3ccccc3c2=O)s1,7,-5,-8,12,-9,15,-2,12,33,-12,-3
Cc1ccc(Oc2ncnc(N)c2[N+](=O)[O-])cc1,-4,-2,-13,17,15,27,3,11,-7,1,12
O=C(c1cccc(N2C(=O)C3CC=CCC3C2=O)c1)N1CCCCCC1 (stereo not drawn),-23,2,-22,-3,19,8,16,-2,4,-18,3
CC(NC(=O)CN(C)Cc1ccc(Br)cc1)c1ccccc1 (stereo not drawn),3,-14,22,15,3,-16,-3,-9,-7,2,-1
Fc1ccc(-c2nnn3c2nc(NCc2ccccc2)c2ccccc23)cc1,-11,-7,1,-8,0,-1,-5,-19,9,-54,-7
O=C(COC(=O)c1cnccn1)c1ccc(Br)cc1,16,-2,9,-8,14,-26,2,3,4,-27,3
COc1ccc(C(OC(=O)c2ccco2)C(=O)NC2CCCCC2)cc1OC (stereo not drawn),0,-8,1,8,-4,4,-23,7,-7,3,-1
